Assay outcomes deposited in PubChem by several laboratories.
RAM network inh: blocks the yeast RAM network; S. cerevisiae dse1pr::URA3 reporter, 5-FOA growth OD615, 2 d; analog-sensitive cbk1-as2 kinase mutant strain; inhibition, % at 50 µM; 190,000 tested, 1.8% active;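 active = inhibition above a set limit, 3 SD over mean compound inhibition, cut at about 8.4% in these data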;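 note: 0% = DMSO-only wells with no growth and 100% = 10 µM 1-NA-PP1 full growth; inhibition rescues growth on 5-FOA so higher OD means more RAM inhibition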
L major viab: reduces viability of Leishmania major promastigotes; AID 1063; 200,000 tested, 9% active; resazurin fluorescence viability; inhibition, % at 10 µM; in the data active = inhibition above about 50%;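 note: promastigotes grown with compound for 44 hours at 28 °C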
HMGR II inh: blocks class II HMG-CoA reductase of Enterococcus faecalis | purified E. faecalis HMGR, NADPH absorbance 340 nm kinetic | inhibition, % at 10 µM | 190,000 tested, 0.41% active;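 active = inhibition above a set limit, the median over all tested compounds plus 3 SD, cut at about 9.5% in these data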;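 note: enzyme runs in reverse so mevalonate oxidation gives rising NADPH absorbance; 0% = complete reaction with DMSO and 100% = background rate lacking mevalonate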
DTT redox prof: compounds producing H2O2 with reducing agent – biochemical, NIH compound library profiling, artefact control for MLSCN library redox annotation, primary screen. DTT-dependent redox cycling H2O2, phenol red/HRP absorbance; 100% = 100 µM peroxide control, 0% = buffer. activation, % at 10 µM. 200,000 tested, 0.03% active;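 active = activation of at least 50% relative to the plate's high and low controls in the primary single-dose screen; inactive = activation below 50%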;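 note: compound incubated with DTT at 0.8 mM final as the reducing agent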
PPARg SRC-3 ag: PPARgamma-driven SRC-3 recruitment agonism; activation, % at 8 µM; 200,000 tested, 0.26% active; biochemical PPARgamma/SRC-3 coactivator recruitment assay; AID 731; P37231; in the data active = activation above about 23%;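 note: 0% = DMSO and 100% = reference agonist; some compounds past the cut are filed as inactive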
Target sequence (P37231 whole entry, looked up): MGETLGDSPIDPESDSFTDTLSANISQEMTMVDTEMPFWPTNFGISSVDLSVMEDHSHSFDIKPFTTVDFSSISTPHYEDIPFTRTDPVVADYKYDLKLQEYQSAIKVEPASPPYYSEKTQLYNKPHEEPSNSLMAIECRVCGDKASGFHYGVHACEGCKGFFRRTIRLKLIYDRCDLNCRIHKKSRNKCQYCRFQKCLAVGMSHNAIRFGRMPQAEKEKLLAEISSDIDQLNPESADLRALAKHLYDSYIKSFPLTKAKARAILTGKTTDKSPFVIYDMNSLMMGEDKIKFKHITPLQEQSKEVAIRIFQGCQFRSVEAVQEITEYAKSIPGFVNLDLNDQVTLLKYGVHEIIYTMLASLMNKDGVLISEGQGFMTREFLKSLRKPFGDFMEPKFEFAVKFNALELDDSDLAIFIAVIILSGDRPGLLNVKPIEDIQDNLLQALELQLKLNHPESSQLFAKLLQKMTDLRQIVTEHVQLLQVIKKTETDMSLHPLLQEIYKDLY
S1P3 antag: blocks the human S1P3 receptor; AID 485; Q99500; 170,000 tested, 0.27% active; inhibition, % at 4.98 µM; CHO S1P3 NFAT-BLA reporter, FRET fluorescence, antagonist mode;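 active = inhibition above the plate cutoff, the mean inhibition of test wells on that plate plus 3 SD, cut at about 28% in these data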;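 note: cells challenged with S1P at its EC80 of 0.8 µM; blue over green emission ratio from cleaved BLA substrate after 4 h stimulation; 0% = S1P-stimulated wells and 100% = unstimulated DMSO-only wells; some compounds past the cut are filed as inactive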
Target sequence (Q99500 whole entry, looked up): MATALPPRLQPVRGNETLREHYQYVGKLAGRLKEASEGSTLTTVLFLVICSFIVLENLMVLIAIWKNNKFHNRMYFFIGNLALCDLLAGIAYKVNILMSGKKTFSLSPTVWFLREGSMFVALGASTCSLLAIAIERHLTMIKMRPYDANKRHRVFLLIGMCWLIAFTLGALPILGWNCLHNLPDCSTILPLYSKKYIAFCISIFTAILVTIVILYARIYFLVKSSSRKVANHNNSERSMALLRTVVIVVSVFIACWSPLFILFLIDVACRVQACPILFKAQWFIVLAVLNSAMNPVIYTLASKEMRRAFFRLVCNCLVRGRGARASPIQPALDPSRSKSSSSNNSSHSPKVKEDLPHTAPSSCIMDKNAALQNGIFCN
bIAP inh: blocks bovine intestinal alkaline phosphatase activity; 190,000 tested, under 10 active; AID 1019; purified bovine IAP, CDP-star luminescence, 30 min; inhibition, % at 20 µM;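 active = over 50% inhibition of intestinal alkaline phosphatase at 20 µM in the single-dose screen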
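test system = bovine IAP enzyme | medium = DEA buffer 100 mM, pH 9.8, with MgCl2 1.0 mM, ZnCl2 0.02 mM | detection = luminescence | dosing = single compound dose of 20 µM, 2% DMSO final | incubation = 30 min reaction at room temperature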
PPARg SRC-1 ag: PPARgamma-driven SRC-1 recruitment agonism | P37231 | PPARgamma-SRC-1 coactivator recruitment biochemical assay | activation, % at 8 µM | 200,000 tested, 0.41% active; in the data active = activation above about 19%;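 note: 0% = DMSO and 100% = reference agonist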
SRC2 TRFRET art: counter-screen for PPARgamma SRC-2 recruitment agonists: TR-FRET artefact; TR-FRET ratio at 8 µM; active compounds read high; AID 1049; 200,000 tested, 0.4% active; in the data active = TR-FRET ratio above about 2000; note: inactives centre near 1500
ROMK mod: modulators of human ROMK potassium channel. Tet-inducible ROMK, thallium flux fluorescence; actives lie on both sides. B-score at 10 µM. 130,000 tested, 2% active. AID 1918;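 active = signal ratio slope over the read window, or its plate-corrected B-score, at least 3 SD from the plate mean, either direction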;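 note: B-score of the F/F0 ratio slope over 7 to 12 s after thallium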
PPARg SRC2 recr: promotes SRC-2 coactivator recruitment by human PPARgamma. P37231. PPARgamma LBD-SRC-2 recruitment, biochemical. activation, % at 8 µM. 200,000 tested, 0.34% active. AID 1032; in the data active = activation above about 22%;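 note: 0% = vehicle and 100% = reference agonist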
* marks the source's active call; other numbers are inactive results; · = not tested or not shown.

SMILES,RAM network inh,PPARg SRC-1 ag,HMGR II inh,S1P3 antag,SRC2 TRFRET art,DTT redox prof,PPARg SRC2 recr,bIAP inh,PPARg SRC-3 ag,ROMK mod,L major viab
CC(C)(C)c1ccc(C(=O)N/N=C/c2cccc(Cl)c2)cc1,0.9,2,0,·,1678,0.2,-1,39,-7,0.32,44
N/C(=N\c1nc2ccccc2o1)NC(=O)c1ccc(F)cc1,0.9,1,-6,·,1729,-4.0,3,-7,0,·,5
COc1ccc(N2CCN(Cc3nc4scc(-c5cccs5)c4c(=O)[nH]3)CC2)cc1,1.7,9,-6,-1,1820,-0.3,20,-17,9,0.78,-10
NC(=O)c1cc(-c2ccccc2)nc(N2CCCCCC2)n1,6.0,1,-8,21,1528,-1.1,-3,-3,13,·,14
CCCOP(=O)(c1ccc(N(C)C)cc1)C(Nc1ccccc1)c1ccc(N(C)C)cc1 (centres undefined),-1.4,0,-6,0,1356,0.3,-2,20,1,·,25
COCCNC(=O)c1ccc2snnc2c1,0.6,2,0,·,1602,-3.0,8,18,5,·,0
CCOc1ccc(CCNC(=O)C2CCCN(S(=O)(=O)c3c(C)n[nH]c3C)C2)cc1OCC (centres undefined),1.2,0,1,-6,1484,2.6,2,-18,-5,·,0
CC1CCCCC1NC(=O)C1CCCN1S(=O)(=O)c1cccc2nsnc12 (centres undefined),-0.7,1,-1,·,1682,-3.3,1,4,2,·,-3
O=C(CCCc1cccs1)Nc1nc2c(s1)CCCC2,-0.8,3,-8,-6,1828,0.3,4,22,3,0.25,0
COC(=O)c1ccc(NC(=O)CSc2nncc3ccc(OC)c(OC)c23)cc1,2.0,-3,1,-19,1607,0.7,-1,7,1,·,6
Cc1ccc(C2=NC3(CCCCCC3)NC2=S)cc1,3.8,0,1,-8,1449,0.0,3,0,-7,0.2,-1
COc1cc(C(=O)NCCOc2cccc(C)c2)c(Br)c(OC)c1OC,0.5,1,-3,·,1533,1.5,5,-5,1,·,-3
COc1ccccc1CC(=O)Nc1cccc(F)c1,0.0,6,0,4,1576,-0.3,1,30,6,-0.24,4
CCOc1ccc(NC(=O)Nc2nnc(CC)s2)cc1,4.7,0,-4,·,1451,1.0,7,7,-11,·,17
O=c1[nH]c2ccccc2c2ccccc12,1.3,3,-3,-12,1618,-1.6,7,-31,3,0.53,5
Cc1cc(N2CCN(Cc3ccccc3)CC2)n2nc(C)c(-c3ccccc3)c2n1,1.6,7,-3,·,1690,-1.7,-2,0,5,·,14
O=C(Nc1ccccc1)Nc1cccc(Cl)c1Cl,2.3,-2,0,10,1392,0.6,-4,13,-3,-0.18,8
Cc1c(NC(=O)c2cc3nc(-c4ccc(Cl)cc4)cc(C(F)(F)F)n3n2)c(=O)n(-c2ccccc2)n1C,2.1,3,0,·,1448,19,2,8,3,-0.031,-8
O=S(=O)(c1ccc(Nc2ccc3c(c2)OCO3)nc1)N1CCOCC1,1.6,9,-6,-28,1571,-0.1,-3,5,3,·,-4
c1ccc(OCCCn2nnc(-c3ccc(N4CCOCC4)cc3)n2)cc1,2.8,7,-1,6,1465,1.2,4,16,11,·,-3
COc1ccc(Nc2ccc(Cl)cc2)c(C(=O)O)c1,4.6,1,6,0,1480,0.3,2,34,0,0.31,50
O=S(=O)(NC1CCCCC1)c1cccc(-c2nnc(-c3ccccc3)o2)c1,3.0,-2,-1,-13,1700,-0.3,0,35,0,0.14,-2
Cc1nnc(Nc2ccc(Cl)cc2)n(N)c1=O,0.5,2,6,·,1500,0.2,1,6,-3,2.5,0
COC(=O)CN1C(=O)C2(C(C#N)=C(N)Oc3n[nH]c(-c4cccs4)c32)c2ccccc21 (centres undefined),0.1,-2,-5,·,1502,0.7,-3,-1,0,0.0011,3
CCSc1nc2ccccc2n1CC(=O)OC,2.4,6,2,-25,1330,2.8,6,4,2,·,0
O=S(=O)(Nc1ccc(S(=O)(=O)N2CCCCC2)cc1)c1ccc(Br)s1,4.6,-1,-5,-7,1420,1.2,-1,11,-7,·,0
O=S(=O)(NCC1CCCO1)c1ccc(S(=O)(=O)N2CCCC2)cc1 (centres undefined),0.3,-3,-5,·,1554,2.0,3,4,-8,·,-2
O=C(c1ccc(CS(=O)(=O)c2ccc(Br)cc2)o1)N1CCN(c2ccccn2)CC1,-0.6,-4,-8,2,1604,0.1,10,-3,-2,·,33
COc1ccc(-c2csc(NC(=O)c3ccc(N4C(=O)CCC4=O)cc3)n2)cc1OC,3.0,1,0,-1,1722,-0.7,6,2,5,-1.7,7
CCOC(=O)N1CCN(C(=O)C2CCCN(S(=O)(=O)c3ccc(F)cc3)C2)CC1 (centres undefined),1.6,-2,-3,-3,1785,-0.3,3,-11,0,0.15,-2

2 entries from above, with values under each structure:
Order of results – RAM network inh | PPARg SRC-1 ag | HMGR II inh | S1P3 antag | SRC2 TRFRET art | DTT redox prof | PPARg SRC2 recr | bIAP inh | PPARg SRC-3 ag | ROMK mod | L major viab
O=S(=O)(Nc1ccc(S(=O)(=O)N2CCCCC2)cc1)c1ccc(Br)s1
 : 4.6 | -1 | -5 | -7 | 1420 | 1.2 | -1 | 11 | -7 | · | 0
O=S(=O)(NCC1CCCO1)c1ccc(S(=O)(=O)N2CCCC2)cc1 (centres undefined)
 : 0.3 | -3 | -5 | · | 1554 | 2.0 | 3 | 4 | -8 | · | -2

(listing goes on)
SMILES,RAM network inh,PPARg SRC-1 ag,HMGR II inh,S1P3 antag,SRC2 TRFRET art,DTT redox prof,PPARg SRC2 recr,bIAP inh,PPARg SRC-3 ag,ROMK mod,L major viab
O=C(NC1=NCCS1)c1ccc(Cl)c(S(=O)(=O)N2CCOCC2)c1,2.5,5,-8,-12,1705,-1.1,6,-2,3,-0.29,3
Cc1ccccc1C(=O)OCCN1CCOCC1,-0.8,-4,-6,6,1438,-0.4,14,5,1,0.049,-6
C/C(N)=C(/C#N)C(=O)COC(=O)c1ccc(O)cc1,1.7,-7,-3,-7,1520,4.8,-8,-16,-6,0.22,-11
O=C(COC(=O)/C=C/c1cccc(C(F)(F)F)c1)NC(c1ccccc1)c1ccccc1,6.6,2,-3,-7,1502,-0.6,3,2,3,0.83,-5
c1ccc(-c2ccccc2OCCCN2CCOCC2)cc1,0.0,1,-1,-21,1384,-0.9,0,-8,-6,0.11,40
CC1=CCC(/C=N\Nc2nnc3c(n2)[nH]c2ccccc23)CC1 (centres undefined),0.0,3,-14,-9,1370,0.7,-5,-3,3,·,52*
NC(CC(=O)OC1CCCCC1)C(=O)OC1CCCCC1 (centres undefined),0.3,-5,-8,-14,1468,2.2,-7,-7,-3,·,-1
Cc1ccccc1-c1n[nH]c(=S)n1C,0.4,3,-2,-5,1573,-0.8,8,-22,2,0.15,-18
CC(C)Cn1c(/C=N/Nc2nc3ccccc3[nH]2)nc2ccccc21,-1.5,-3,-1,17,1467,0.4,4,24,2,·,100*
O=C(O)C1CC=CCC1C(=O)Nc1cccc(C(=O)N2CCCCC2)c1 (centres undefined),0.8,-7,0,-11,1602,-0.1,5,9,4,-0.28,-6
CCOC(=O)C(NC(=O)N(C)C)(Nc1sc(C)c(CC)c1C#N)C(F)(F)F (centres undefined),1.6,11,2,0,1657,-0.4,2,36,5,-0.093,-4
COC(=O)c1ccccc1NC(=O)Nc1ccc(Cl)cn1,2.0,0,-1,-13,1399,0.1,7,-14,5,·,-4
Cc1sc2nc(SCC(N)=O)n(-c3ccccc3)c(=O)c2c1C,2.9,-6,-6,-16,1363,-0.2,3,-5,5,0.17,3
Cc1c(Cl)c([N+](=O)[O-])nn1CC(=O)NCC(C)C,1.4,-4,-1,1,1856,-0.5,6,-11,3,0.35,2
CCCn1c(=O)c2ccccc2n2c(SCc3nnc(-c4ccccc4Br)o3)nnc12,2.3,2,-4,-14,1515,0.7,2,-1,-3,·,-1
CCOC(=O)c1ccc(Nc2nc(C)cc(C)c2C#N)cc1,2.4,-2,-4,28,1459,0.5,4,41,8,·,0
COC(=O)c1sc2ncn(CC(=O)NCCc3ccc(OC)c(OC)c3)c(=O)c2c1C,3.2,6,-2,-14,1629,-0.9,7,-8,14,1.3,-1
O=C(Cn1c(=S)[nH]c2ncccc2c1=O)NCCc1ccccc1,-0.3,7,-4,-31,1713,-0.6,-2,-27,5,-0.66,1
COc1cc(Nc2nc3ccccc3n3nnnc23)cc(OC)c1OC,2.5,5,-10,·,1633,0.1,0,8,-8,·,3
CC1CCCN(C(=O)c2ccc(CNc3c(N4CCCCC4)c(=O)c3=O)cc2)C1 (centres undefined),1.0,-5,-5,·,1479,-0.7,-9,0,0,·,1
Cc1ccc(S(=O)(=O)NCc2ccc(C(=O)N3CCN(Cc4ccccc4)CC3)cc2)cc1,1.7,-6,-3,·,1304,0.0,0,0,-4,-1.8,77*
CC(C)NC(=O)CNc1ccc(C(F)(F)F)cc1[N+](=O)[O-],2.9,2,1,-12,1701,-3.0,3,10,0,-1.3,-5
O=C(Nc1nc2c(s1)CCCC2)C1COc2ccccc2O1 (centres undefined),3.1,-4,-6,15,1451,-0.4,3,5,2,·,30
O=C(Nc1ccc2oc(-c3cccc(F)c3)nc2c1)c1ccccc1F,4.5,14,-3,·,1906,0.5,10,22,16,-0.18,-5

Outcome played no part in choosing rows. Share with any hit: about 13%.
